# HGIII-sPLA2 inh – Inhibits HGIII-sPLA2 liposome hydrolysis, primary screen; hit rate 0.56% among 370,000; inhibition, % at 12.2 µM; QFRET BODIPY PC-A2 liposome hydrolysis, fluorescence;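 active = inhibition above mean plus 3 SD of compounds lying within the high and low control bounds, cut at about 19% in these data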;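 also: 0% = median of test compound wells and 100% = no enzyme DMSO wells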
# DAX1 inh-1 – blocks DAX1 repression of SF-1 activated StAR promoter. HEK293T StAR-luciferase reporter, SF-1/DAX-1 repression relief. inhibition, % at 6.8 µM. hit rate 1.1% among 370,000. AID 652010;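 active = inhibition above the mean over all tested compounds plus 3 SD, cut at about 3.6% in these data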;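 also: 0% = DAX-1 cells with DMSO and 100% = cells lacking DAX-1 with DMSO; higher inhibition means more luminescence from relief of DAX-1 repression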
# PLC-gamma1 inh – blocks human PLC-gamma1 enzyme activity. hit rate 0.84% among 370,000. purified PLC-gamma1, fluorogenic substrate, fluorescence. P19174. inhibition, % at 12.2 µM; in the data active = inhibition above about 9.5%
# Target sequence (P19174 whole entry, looked up): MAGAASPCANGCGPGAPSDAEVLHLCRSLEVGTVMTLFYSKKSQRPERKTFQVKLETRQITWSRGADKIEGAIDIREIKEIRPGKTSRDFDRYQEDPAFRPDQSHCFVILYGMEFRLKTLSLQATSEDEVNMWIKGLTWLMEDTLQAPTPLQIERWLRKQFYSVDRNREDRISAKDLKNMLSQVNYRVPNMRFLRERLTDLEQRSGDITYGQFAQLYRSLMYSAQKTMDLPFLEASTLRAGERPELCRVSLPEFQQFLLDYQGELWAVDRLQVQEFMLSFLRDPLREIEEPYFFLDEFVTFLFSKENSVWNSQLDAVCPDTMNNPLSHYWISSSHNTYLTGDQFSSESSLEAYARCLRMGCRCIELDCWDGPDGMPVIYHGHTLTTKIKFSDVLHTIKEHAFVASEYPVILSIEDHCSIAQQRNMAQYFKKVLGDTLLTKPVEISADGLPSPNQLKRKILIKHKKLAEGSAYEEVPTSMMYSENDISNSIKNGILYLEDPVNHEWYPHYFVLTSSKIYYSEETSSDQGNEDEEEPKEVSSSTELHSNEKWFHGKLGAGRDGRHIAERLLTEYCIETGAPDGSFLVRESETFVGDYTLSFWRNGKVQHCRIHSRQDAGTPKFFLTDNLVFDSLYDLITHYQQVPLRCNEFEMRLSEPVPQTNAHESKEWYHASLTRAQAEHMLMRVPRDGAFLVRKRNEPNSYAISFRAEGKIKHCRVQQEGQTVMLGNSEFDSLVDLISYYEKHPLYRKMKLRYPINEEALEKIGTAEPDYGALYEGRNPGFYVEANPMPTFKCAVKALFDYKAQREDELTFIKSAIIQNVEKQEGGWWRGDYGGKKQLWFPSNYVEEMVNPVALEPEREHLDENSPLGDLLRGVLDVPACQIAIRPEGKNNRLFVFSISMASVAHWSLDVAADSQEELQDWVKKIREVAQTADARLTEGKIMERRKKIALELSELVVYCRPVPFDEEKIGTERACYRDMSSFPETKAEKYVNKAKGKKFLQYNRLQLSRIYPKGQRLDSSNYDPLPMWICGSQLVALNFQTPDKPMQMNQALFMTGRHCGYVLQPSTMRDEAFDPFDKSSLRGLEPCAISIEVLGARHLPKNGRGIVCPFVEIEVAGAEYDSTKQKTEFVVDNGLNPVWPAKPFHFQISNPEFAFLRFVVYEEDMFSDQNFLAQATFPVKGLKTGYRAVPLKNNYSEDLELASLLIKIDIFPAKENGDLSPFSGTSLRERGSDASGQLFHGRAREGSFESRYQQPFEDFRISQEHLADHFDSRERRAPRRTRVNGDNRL
# PLCb3 inh – inhibitors of human phospholipase C beta3; Q01970; Purified PLC-beta3, fluorogenic substrate, fluorescence; inhibition, % at 12.2 µM; hit rate 0.18% among 370,000; in the data active = inhibition above about 11%;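 also: 0% = median of compound wells on plate and 100% = full blocker control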
# GAA850 FXN act – increases GAA850 frataxin promoter reporter activity | activation, % at 6 µM | AID 540364 | HEK293 lucGAA850 FXN promoter luciferase reporter, 24 h; percent of 10 µM SAHA response | hit rate 0.56% among 360,000;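 active = activation above the average of all compounds screened plus 3 SD, cutoff fixed separately per campaign, cut at about 7.5% in these data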;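 also: 0% = DMSO wells and 100% = 10 µM SAHA wells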
# DAX1 inh-2 – inhibits human nuclear receptor DAX1; P51843; HEK293 Gal4-DAX1 luciferase reporter, luminescence; inhibition, % at 6.75 µM; hit rate 0.99% among 340,000; AID 504766;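 active = inhibition above the mean over all tested compounds plus 3 SD, cut at about 4.2% in these data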;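 also: 0% = DAX1-transfected cells with DMSO and 100% = empty-vector control cells with DMSO; inhibition shows as a rise in luminescence from relieved DAX1 repression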
# ADAM10 inh – inhibitors of human ADAM10; recombinant ADAM10, EDANS/DABCYL FRET peptide cleavage, 3 h; O14672; inhibition, % at 7 µM; hit rate 0.62% among 370,000;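 active = inhibition above a per-campaign cutoff equal to the mean of compounds falling between control-based bounds plus 3 SD, cut at about 20% in these data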;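 also: 0% = DMSO wells while the 100% control is not disclosed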
# hgDAF-12 ag – hgDAF-12 agonism, primary luciferase screen; HEK293 GAL4-hgDAF12 UAS-luciferase reporter, agonist luminescence; normalized to butyrate control; activation, % at 6.8 µM; hit rate 1.8% among 370,000; AID 687014;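 active = activation above a cutoff set at the mean of all screened compounds plus 3 SD, cut at about 10% in these data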;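 also: 0% = DMSO wells and 100% = sodium butyrate wells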
# hcDAF12 agonist – activators of H. contortus DAF-12 nuclear receptor. HEK293 hcDAF-12 lit1-tk-luc reporter, luminescence; 0% DMSO, 100% Δ7-dafachronic acid. activation, % at 6.8 µM. hit rate 1.4% among 370,000;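 active = activation above the mean of all tested compounds plus 3 SD, cut at about 5.5% in these data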;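 also: 100% = response to 3 µM Δ7-dafachronic acid high control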
# ssDAF12 agonist – activators of S. stercoralis DAF-12 nuclear receptor; HEK293 ssDAF-12/GRIP1 lit1-tk-luc reporter, luminescence; % of 3 µM dafachronic acid response; activation, % at 6.8 µM; hit rate 1% among 370,000; AID 652126;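 active = activation above the mean over all tested compounds plus 3 SD, cut at about 0.9% in these data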;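 also: 0% = DMSO-only wells and 100% = 3 µM delta7-dafachronic acid wells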
# ADAM17 inh – inhibitors of human ADAM17. inhibition, % at 6.95 µM. AID 720648. recombinant ADAM17, EDANS/DABCYL FRET peptide cleavage. hit rate 0.83% among 370,000. P78536;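 active = inhibition above the mean of compounds lying between control limits plus 3 SD, set per campaign, cut at about 8.5% in these data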;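 also: 0% = DMSO-only wells as the low control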
# Active calls of the source: *; . = not tested or not shown.
# The line under a structure holds: hgDAF-12 ag	PLC-gamma1 inh	GAA850 FXN act	ADAM17 inh	hcDAF12 agonist	HGIII-sPLA2 inh	ssDAF12 agonist	DAX1 inh-1	PLCb3 inh	DAX1 inh-2	ADAM10 inh
C[C@H](CO)N1C[C@H](C)[C@@H](CN(C)Cc2cccnc2)Oc2cc(-c3cccnc3)ccc2S1(=O)=O
  1.2	0	2.2	-5	-0.1	6	-0.7	1.5	-2	-0.8	-16
CCCn1c(C(O)c2ccc(OC)c(OC)c2)nc2ccccc21 (centres undefined)
  -2.8	-4	-1.1	-5	-3.4	5	-1.8	-1.1	0	-1.1	2
CC(C)n1c(C(F)(F)F)nc2cc(C(=O)N3CCC(O)CC3)ccc21
  -1.0	0	0.1	0	-0.8	0	-0.7	-0.2	-9	0.6	0
CC(=O)c1cc(C)ccc1OC(=O)c1cccnc1
  0.0	3	2.7	-2	-1.4	-4	-1.6	0.4	0	-0.1	8
COCCn1c(=S)[nH]c2cc(C(=O)N3CCN(Cc4ccc5c(c4)OCO5)CC3)ccc2c1=O
  -4.7	3	-2.4	0	-0.6	6	-1.1	-1.3	-1	-2.0	3
COC(=O)/C(C#N)=C/c1occc1C
  2.0	0	1.0	-4	-3.2	-7	-0.9	0.3	2	-0.8	-17
O=C(Cn1nc(C(F)(F)F)c2c1CCC2)NCc1ccc(Cl)cc1
  -0.6	6	-2.4	6	2.4	1	-1.2	0.3	3	-1.3	1
CCCCNC(=O)COc1ccccc1C(=O)c1cc(C#N)c(=O)n(CCOC)c1
  1.1	-24	-0.5	-6	-0.1	18	-0.8	0.2	-33	-1.3	-23
CC(=O)c1c(C)nc2ccc([N+](=O)[O-])cc2c1-c1ccccc1
  -5.2	14*	-0.5	8	-2.5	10	-1.6	-0.9	5	-2.8	14
O=C(NCC1OCCCN1S(=O)(=O)c1ccc(F)cc1)C(=O)NC1CCCC1 (centres undefined)
  -0.4	2	-0.3	-6	1.2	12	-1.3	0.2	-7	0.1	-4
COc1ccccc1CNC(=O)c1n[nH]c2ccccc12
  2.2	2	1.6	-1	-0.4	-6	-0.6	0.2	-5	0.9	1
Cc1cc(C(=O)NCCc2ccc(S(N)(=O)=O)cc2)c(C)o1
  -0.9	1	1.6	-3	-2.5	3	-0.3	0.1	-6	-2.0	-8
O=C(COC(=O)[C@@H]1CC(O)CN1S(=O)(=O)c1ccccc1[N+](=O)[O-])Nc1ccc2ccccc2c1 (some centres undefined)
  4.9	-2	2.8	2	3.0	-19	-1.1	-0.3	-2	-0.3	6
COc1cc2c(cc1OC)CN(c1ncccc1[N+](=O)[O-])CC2
  4.1	-108	6.1	-50	3.8	10	-1.2	-0.1	-146	1.9	-103
O=[N+]([O-])c1ccc(CN2CC(N3CCC(Cc4ccccc4)CC3)CS2(=O)=O)cc1 (centres undefined)
  -4.9	2	0.8	1	-2.8	-9	-1.2	-5.4	-1	-0.7	8
O=C1c2ccccc2N[C@@H]2C=CC[C@@H]2N1O
  0.6	-2	-2.7	-2	0.2	0	-1.6	0.9	-1	-0.3	-5
COc1cc2c(cc1OC)C(C)N(C(=O)c1cc3c(C)cc(C)cc3[nH]1)CC2 (centres undefined)
  0.1	-6	-7.1	3	-3.4	-7	-2.0	-4.7	-14	-0.9	18
CC1=Nc2ccccc2N=C(NC(=O)CSC(=S)N2CCCCC2)C1c1ccccc1 (centres undefined)
  0.9	1	-3.3	0	3.5	8	-0.6	-0.2	-1	2.8	10
Cn1c(=O)cc(OCCCC(=O)NCc2ccc3c(c2)OCO3)c2ccccc21
  -0.7	0	1.3	-4	-1.4	-2	-1.2	-0.6	-2	1.0	-10
Cc1occc1-c1nnc(SCC(=O)c2cc3ccccc3oc2=O)o1
  -1.0	-35	-0.5	-13	0.8	-5	-0.8	-0.3	-40	0.4	-24
C[C@@H]1CN([C@@H](C)CO)C(=O)c2cccc(NC(=O)c3nc4ccccc4s3)c2O[C@@H]1CN(C)CC1CC1
  0.0	-13	-3.7	-1	-2.8	-12	-1.0	-0.1	-20	-0.7	-13
CCOc1ccc(C(=O)NCCNC(=O)c2ccc(OCC)cc2)cc1
  2.4	-2	-2.3	-3	-1.5	5	-0.2	0.1	-9	-0.4	-8
O=C(N/C(=C\c1ccco1)C(=O)N1CCCC1)c1cccs1
  -0.1	-10	0.2	-3	-0.1	-1	-1.2	0.5	-16	-0.3	-2
O=c1ccn(CCCBr)c(=O)[nH]1
  1.5	-1	-0.6	-3	0.8	2	-2.0	-0.1	-7	-0.8	-4
NC(=O)c1nn(CC(=O)Nc2ccc3c(c2)OCO3)cc1[N+](=O)[O-]
  -1.0	-1	-0.9	-1	1.0	1	-1.3	-0.5	-3	-0.8	3
O=C(CCc1nc2ccccc2c(=O)[nH]1)OCc1ccccc1F
  -2.7	-3	-0.5	-3	-0.8	11	-1.2	1.1	-3	3.0	-2
NS(=O)(=O)c1ccc(NC(=O)C2COc3ccccc3O2)cc1 (centres undefined)
  -0.6	1	.	1	-0.9	-4	-0.7	-0.5	1	.	4
COc1cccc(C2NC(=O)NC(O)(C(F)(F)F)C2C(=O)c2cccnc2)c1OC (centres undefined)
  1.7	0	-1.3	-4	-0.6	1	-1.6	0.1	2	1.2	1
COC(=O)c1cccc(N2C(=O)C[C@](Sc3ccc(C)cc3)(C(=O)OC)[C@H]2c2ccccc2)c1
  -4.2	-3	.	0	-2.3	-5	-1.5	-5.5	-6	.	6
CCc1nnc(NC(=O)C2Cc3ccccc3CN2S(=O)(=O)c2cccs2)s1 (centres undefined)
  2.4	-4	2.0	-2	-0.7	-16	-0.5	0.5	-4	-1.1	4
CC(C)n1nc(C(=O)NCCc2ccc(S(N)(=O)=O)cc2)c2ccccc2c1=O
  -0.1	1	0.0	2	-2.5	-1	-1.0	-0.4	2	-1.5	0
O=c1cc(-c2ccco2)oc2ccc(Cl)cc12
  -0.1	-7	0.9	-42	-1.2	6	-1.1	-0.3	-5	0.1	-129
COC(=O)CN(c1ccccc1C)S(C)(=O)=O
  3.5	3	-0.1	0	-1.7	4	-0.4	0.1	1	1.5	3
CC(C)NC(=S)Nc1ccc2[nH]c(=O)[nH]c2c1
  2.9	-4	1.0	-4	-2.0	3	-1.4	-0.3	-13	4.5*	5
CC(C)(C)c1ccc(/C=N/n2cnnc2)cc1
  1.6	7	-0.1	-1	0.8	-1	-1.4	0.6	-5	-0.2	0
O=C(Cc1c(C(=O)O)[nH]c2ccccc12)NC1CCCC1
  3.1	-3	0.7	-6	3.4	12	-0.3	0.0	-4	-0.8	-6
COc1cccc(NC(=O)NCc2c(-c3ccccc3)noc2C)c1
  0.3	-3	1.7	-4	-2.2	-12	-1.5	-0.6	-6	-2.7	-12
NC(=Nc1ccc(Cl)cc1)c1ccccc1
  4.7	2	2.1	-3	1.5	-1	-0.4	0.6	-7	0.2	-3
CCCC(=O)N1CCC1(C)C(=O)NS(=O)(=O)c1cccc(Cl)c1 (centres undefined)
  1.3	-5	2.2	-9	1.6	-4	-1.5	-0.6	0	.	-17
N#Cc1cc(C(=O)Cc2ccccc2)c[nH]1
  -1.7	4	4.1	-2	-0.9	-24	-1.3	0.3	-2	0.7	7
C=CCNC(=O)c1ccc2nc(-c3ccccc3)c(-c3ccccc3)nc2c1
  -1.4	-39	0.5	-94	-1.9	0	-1.0	-0.7	-53	-1.8	-357
CC(C)c1nc2sc3ccccc3c(=O)c2c(=O)n1Cc1ccccc1
  -2.7	-2	0.0	-3	2.5	10	0.0	0.2	-6	2.2	-6
Cc1ccc(C(=O)N/N=C2\CCSC2)cc1[N+](=O)[O-]
  -0.3	0	-1.4	1	-0.9	1	-1.6	-0.4	4	2.8	0
Cc1[nH]c2ccccc2c1C(=O)CN1CCC(C(N)=O)(N2CCCCC2)CC1
  0.9	-4	0.8	-5	-0.5	-4	-0.4	-0.5	-6	0.2	-3
O=C(COc1ccc(Cl)cc1)NCCC1=CCCCC1
  0.1	2	-1.3	2	-0.8	-11	-1.3	0.2	2	-0.2	10
CC(O)[C@H]1CNC(=O)C(=O)N1CCCCC1CCCCC1 (some centres undefined)
  1.3	-1	-0.5	-3	-0.2	2	-1.3	0.0	0	-0.5	-1
Oc1ccc(-c2csc(NCc3ccco3)n2)cc1
  5.2	-3	3.7	-3	1.3	-14	-0.7	0.2	-5	0.9	-4
O=C(/C=C/c1ccccc1)c1ccoc1
  -0.1	1	1.8	2	-1.1	3	-1.1	0.2	1	-1.8	-3
COc1cccc(NC(=O)c2ccc(S(=O)(=O)N3CCCC3)cc2)c1
  -1.6	0	1.3	-1	-1.7	-1	-0.8	-0.3	-5	-0.8	1
CCOC(=O)[C@@]12CCC3=C1N(CCC3)C(=O)[C@H](CC(=O)N1CCOCC1)C2
  -3.1	-1	.	-5	-1.0	7	-1.0	-0.7	-4	.	-11
CCCc1c(C(=O)N/N=C/c2ccco2)nnn1-c1nonc1N
  3.0	-1	-2.2	0	-1.4	0	-0.8	-0.3	-1	0.1	-1
CCn1nc(C)c(/C=N/NC(=O)c2ccc3c(c2)c(C)c(C)n3Cc2ccccc2)c1C
  -1.7	-7	1.7	2	-2.4	-5	-1.4	-1.1	-10	-0.9	3
CC(=O)c1ccc(NC(=O)CSc2ccc3nnc(-c4ccccn4)n3n2)cc1
  -2.1	-6	-0.4	-5	-0.3	4	-0.4	-0.9	-12	-0.1	-3
CC1=NN(c2ccccc2)C(=O)C1C(=O)c1ccc(Cl)cc1 (centres undefined)
  -4.0	4	1.8	4	-0.3	4	-0.7	-0.4	2	0.2	2
COc1cc(C(=O)N2C(=O)CCC2=O)cc(OC)c1OC
  1.1	2	0.1	-3	-1.3	0	-0.6	0.2	-3	0.5	6
Cn1c(CCC(=O)Nc2ccccc2F)nnc1SCC(=O)Nc1ccccc1Cl
  -0.3	2	1.5	-6	-1.3	0	-1.0	0.0	-6	0.1	-6
CC(Sc1nc(N)cc(=O)[nH]1)C(=O)NNC(=O)c1cccc(Cl)c1 (centres undefined)
  7.6	-1	2.4	1	1.7	5	-0.7	0.9	-4	1.3	0
Cc1ccc(Cc2c(-c3ccco3)nc3c4ccccc4ccn23)cc1
  -8.8	-41	.	-21	2.7	0	-0.2	-2.1	-60	.	-66
COc1cccc(-c2cc(C(F)(F)F)nc(-n3cncn3)n2)c1
  -1.0	-53	1.9	-8	-2.1	5	-1.3	-1.2	-57	-1.6	-9
Cc1csc(NC(=O)Cn2nc(C)c([N+](=O)[O-])c2C)n1
  1.4	2	-0.3	4	0.9	-3	2.9*	-0.1	-5	2.8	-1
